SKKanGAS inh: S. pyogenes SKKanGAS growth inhibitors in kanamycin, primary screen, streptokinase expression inhibitor project, SKKanGAS strain, BacTiter-Glo luminescence | 6 h | inhibition, % at 7.5 µM | 300,000 compounds, 1.3% hits;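 active means mean replicate score, as percent of positive control median, at least 50; inconclusive means mean below 50 but one replicate at or above 50; inactive means mean and every replicate below 50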;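 further: strain carries kanamycin resistance gene driven by streptokinase promoter and grows in 40 µg/ml kanamycin; loss of luminescence reflects streptokinase promoter inhibition or plain growth inhibition; 0% = median of DMSO wells and 100% = positive control at its reference dose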
RGS4 block: RGS4 inhibitors, primary screen, cell-based, HEK293 M3R inducible RGS4, calcium flux; Regulator of G-protein signaling 4 (Homo sapiens), P49798; 310,000 compounds, 0.45% hits; B-score at 10 µM; Fluo-4 calcium flux; active compounds read high; triggered by carbachol at its EC20;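 active means B-score, a plate-corrected calcium signal, over three deviations above library mean, with baseline fluorescence within five deviations of library mean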;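 further: RGS4 expression induced by doxycycline in cells with stable M3 receptor; B-score is computed from the integrated fluorescence ratio over baseline after carbachol; higher B-score means a larger calcium signal and so more RGS4 inhibition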
Target sequence (P49798 whole entry, looked up): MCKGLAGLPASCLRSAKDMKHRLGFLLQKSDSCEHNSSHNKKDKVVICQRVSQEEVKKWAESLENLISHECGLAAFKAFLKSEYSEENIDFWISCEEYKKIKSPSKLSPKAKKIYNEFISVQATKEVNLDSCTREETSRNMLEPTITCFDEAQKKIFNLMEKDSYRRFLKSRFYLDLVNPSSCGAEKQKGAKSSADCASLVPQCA
TRPC6 inhibitor: mouse TRPC6 channel inhibitors, primary screen, cell-based, HEK293, membrane potential dye; Short transient receptor potential channel 6 (Mus musculus), Q61143; ACh-evoked depolarization; active compounds read low; B-score at 10 µM; 310,000 compounds, 1.1% hits; AID 2553, 2010;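 active means B-score under library mean minus 3 SD, initial fluorescence not abnormally high, positive integrated signal ratio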;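 further: B-score derived from integrated fluorescence ratio over the kinetic read; more negative B-score means stronger inhibition of depolarization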
Platelet DG rel: inhibitors of platelet dense granule secretion, primary screen, cell-based, MLPCN, human platelets. human platelet-rich plasma, SFLLRN dense granule ATP release, luminescence. inhibition, %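 (compounds screened at 7.5 µM in platelet-rich plasma)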. 300,000 compounds, 0.22% hits;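 active means mean replicate score, as percent of positive control, at or above 50; inconclusive means mean below 50 but at least one replicate at or above 50; inactive means mean and every replicate below 50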
MrgX1 PAM: positive allosteric modulators of MrgX1, primary screen, HEK293 cells, Fluo-4 calcium flux | B-score at 10 µM | AID 588675, 2011 | Mas-related G-protein coupled receptor member X1 (Homo sapiens), Q96LB2 | FDSS; active compounds read high | 310,000 compounds, 0.63% hits;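 active means plate-corrected calcium response at least 3 library SD above typical, normal starting fluorescence, not activating the receptor alone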;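 further: compound read alongside a low EC10 to EC30 dose of BAM8-22 agonist; peak minus trough fluorescence over baseline measured at the second addition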
Target sequence (Q96LB2 whole entry, looked up): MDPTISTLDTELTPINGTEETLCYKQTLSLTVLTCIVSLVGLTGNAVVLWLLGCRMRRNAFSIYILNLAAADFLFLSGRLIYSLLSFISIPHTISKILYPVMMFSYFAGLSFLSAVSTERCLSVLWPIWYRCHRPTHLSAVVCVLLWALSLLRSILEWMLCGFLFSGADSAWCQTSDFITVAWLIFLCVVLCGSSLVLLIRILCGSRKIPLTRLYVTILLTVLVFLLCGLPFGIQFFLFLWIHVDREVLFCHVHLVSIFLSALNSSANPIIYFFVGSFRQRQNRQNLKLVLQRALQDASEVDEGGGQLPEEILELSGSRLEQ
RGS4 pot: RGS4 potentiators or activators, primary screen, cell-based, HEK293 M3R inducible RGS4, calcium flux | carbachol calcium flux Fluo4; active compounds read low | B-score at 10 µM | 310,000 compounds, 0.92% hits | AID 463111, 2010;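 active means B-score of the integrated calcium signal more than 4 SD below the library mean, with starting fluorescence not abnormally high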;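 further: negative B-score means reduced calcium response which marks RGS4 activation or potentiation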
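Material: M3R-expressing HEK293 line, RGS4 induced by doxycycline | Schedule: Overnight RGS4 induction, 30 min dye load 37 °C, 20 min compound RT | Measured by: Fluo4 fluorescence kinetic imaging of calcium | Read-out: Integrated calcium ratio converted to B score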
MrgX1 antagonist: antagonists of human MrgX1 receptor, primary screen, HEK293 cells, Fluo-4 calcium flux; Mas-related G-protein coupled receptor member X1 (Homo sapiens), Q96LB2; BAM8-22 antagonism; active compounds read low; B-score at 10 µM; 310,000 compounds, 1.3% hits; AID 588676, 2011;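 active means calcium-response B-score plate-corrected more than 3 library SD below zero, starting fluorescence within 5 deviations, no agonist response on first addition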;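 further: peak minus trough fluorescence over baseline after final BAM8-22 challenge near maximal dose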
TRPC4 inh: inhibitors of mouse TRPC4 channel, primary screen, Fluo4 calcium, HEK293 TRPC4beta/mu-opioid cells; Short transient receptor potential channel 4 (Mus musculus), Q9QUQ5; 300,000 compounds, 0.39% hits; B-score at 10 µM; DAMGO-evoked Fluo4 calcium flux; active compounds read low;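 active means B-score over 3 SD under the library average, no early fluorescence shift, positive overall ratio signal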
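test system = HEK293 cells with stable TRPC4beta plus mu-opioid receptor expression | detection = Fluo4 Ca2+ flux fluorescence | read-out = integrated fluorescence ratio relative to baseline, converted to per-well B score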
MrgX1 ag: agonists of human MrgX1 receptor, primary screen, HEK293 cells, Fluo-4 calcium flux; Mas-related G-protein coupled receptor member X1 (Homo sapiens), Q96LB2; Fluo-4 calcium fluorescence, agonist mode; active compounds read high; B-score at 10 µM; 310,000 compounds, 0.44% hits;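 active means calcium response B-score plate-corrected fluorescence ratio at least 3 library SD, with starting fluorescence B-score inside 5 SD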
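Test system: HEK293 cells stably expressing human MrgX1 receptor; Input: fifteen thousand cells per well; Dosing: compound delivered in addition one of three; Schedule: overnight seeding, then 1 h dark dye loading; Technique: Fluo-4 NW calcium fluorescence; Measure: B-scored fluorescence response ratio; Controls: positive and negative controls per plate.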
HIF activator: HIF pathway transcriptional activators, primary screen, cell-based, U2OS HRE-luciferase, luminescence | U2OS HRE-luciferase reporter; normalized: DMSO 0%, desferrioxamine 100% | activation, % at 7.5 µM (by protocol) | 300,000 compounds, 0.32% hits | AID 1910, 2009;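 active means mean activation of at least 10% of the iron chelator positive control signal, with at least half of replicates also reaching 10%; inconclusive means mean and replicate majority disagree about reaching 10%; inactive means mean and most replicates under 10%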
TRPC6 act: mouse TRPC6 channel activators, primary screen, cell-based, HEK293, membrane potential dye | 310,000 compounds, 0.13% hits | HEK293-TRPC6 membrane potential dye fluorescence; active compounds read high | B-score at 10 µM;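 active means B-score of the integrated fluorescence ratio above library mean plus 3 SD, and starting fluorescence ratio within library mean plus 5 SD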;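 further: higher score means more depolarization so channel activation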
* marks the source's active call; other numbers are inactive results; i = inactive; u = inconclusive; x = not tested or not shown.

SMILES | SKKanGAS inh | RGS4 block | TRPC6 inhibitor | Platelet DG rel | MrgX1 PAM | RGS4 pot | MrgX1 antagonist | TRPC4 inh | MrgX1 ag | HIF activator | TRPC6 act
CCn1cc([N+](=O)[O-])c(C(=O)Nc2nc3ccc(OC)cc3s2)n1 | -5 | i | i | 1 | i | i | i | i | i | 0.2 | i
CN(C)c1ccc(-c2n[nH]c(=S)n2-c2ccccc2)cc1 | -1 | i | i | 2 | i | i | i | i | i | -0.8 | i
CC(C)c1nnc(SCC(=O)N2CCc3ccccc32)n1N | 4 | i | i | 2 | i | i | i | i | i | 0.0 | i
CCN(Cc1ccccc1)C(=O)CSc1n[nH]c(N)n1 | 3 | i | i | 1 | i | i | i | i | i | -0.6 | i
CCCCCCCCCCCC(=O)NC(C(=O)O)C(O)c1ccccc1 (centres undefined) | -4 | i | i | -2 | i | i | i | -6* | i | -0.4 | i
O=C(CNCc1ccccc1Cl)Nc1ccc(C(=O)N2CCCCC2)cc1 | -9 | i | i | -3 | i | i | i | i | i | -0.1 | i
NC(=S)Nn1c(-c2ccccc2)nc2ccccc2c1=O | -1 | i | i | 18 | i | i | i | i | i | 0.9 | i
COc1ccc(Cl)cc1NC(=O)CSc1nnc(CNC(=O)c2cccs2)o1 | -7 | i | i | -5 | i | i | i | i | i | -0.7 | i
O=C1/C(=C/c2cccs2)NC(=S)N1C1CC1 | -2 | i | i | 11 | i | i | i | i | i | -0.1 | i
CCCNC(=O)c1ccc(COc2ccc(CCC)cc2OC)o1 | 2 | i | i | 7 | i | i | i | i | i | -10 | i
CC1(C)c2[nH]c3ccccc3c2C[C@@H]2C(=O)N(c3ccc(F)cc3F)C(=O)N21 | 18 | i | i | 1 | i | i | i | i | i | 0.5 | i
N#Cc1ccc(COC(=O)c2cnc3ccccc3n2)cc1 | -2 | i | i | -12 | i | i | i | i | i | 0.7 | i
O=C(O)Cc1csc(NC(=O)c2ccco2)n1 | -2 | i | i | -29 | i | i | i | i | i | -0.3 | i
C/C=C/C(=O)Nc1cccc(C2=NOC3(C2)C[C@@H](C(N)=O)N(C(=O)C(c2ccccc2)c2ccccc2)C3)c1 (some centres undefined) | 7 | i | i | 8 | i | i | i | i | i | -1.7 | i
O=Cc1cccc(OC(=O)Nc2ccccc2)c1 | -6 | i | i | -15 | i | i | i | i | i | 0.3 | i
COc1ccc(NC(=O)CCCNC(=O)c2ccc(Cl)cc2)cc1OC | -5 | i | i | 6 | i | i | i | i | i | -0.4 | i
Cc1onc(-c2c(F)cccc2Cl)c1C(=O)NC1CC1 | u | i | i | 3 | i | i | i | i | i | 0.1 | i
CC(C)C[C@@H](COc1ccccc1)N1CCN(Cc2ccccc2)CCC1=O | -4 | i | i | -6 | i | i | i | i | i | -0.1 | i
COc1ccc(C(=O)/C=C(\C)Nc2ccc3c(c2)OCO3)cc1 | 5 | i | i | -4 | i | i | i | i | i | 3.0 | i
Cc1cccc(Nc2cc(=O)[nH]c(=O)[nH]2)c1 | 6 | i | i | 2 | i | i | i | i | i | 0.7 | i
Cc1onc(-c2ccccc2Cl)c1C(=O)Nc1ccc(-c2cn3cccnc3n2)cc1 | 0 | i | i | -11 | i | i | i | i | i | -0.6 | i
C/C(=N\NC(=S)Nc1c(C)cccc1C)c1ccc(O)cc1 | 14 | i | i | 3 | i | i | i | i | i | -0.4 | i
COCCN(C(=O)COC(=O)CCc1nc2ccccc2s1)c1c(N)n(Cc2ccccc2)c(=O)[nH]c1=O | -4 | i | i | 52* | i | i | i | i | i | 0.1 | i
O=C(NN1CCOCC1)c1cc(-c2ccccc2)nc2ccccc12 | -4 | i | i | -11 | i | i | i | i | i | -0.5 | i
O=C(C1CC1)N1CCc2cc(S(=O)(=O)N3CCN(c4ccccc4)CC3)ccc21 | 13 | i | i | -9 | i | i | i | i | i | -0.4 | i
New compounds follow
SMILES | SKKanGAS inh | RGS4 block | TRPC6 inhibitor | Platelet DG rel | MrgX1 PAM | RGS4 pot | MrgX1 antagonist | TRPC4 inh | MrgX1 ag | HIF activator | TRPC6 act
Cc1ccc2cc(CNC(C)C)c(=O)[nH]c2c1 | -5 | i | i | 2 | i | i | i | i | i | 0.2 | i
COc1ccc(C2(CNC(=O)c3cccc([N+](=O)[O-])c3)CCOCC2)cc1OC | 4 | i | i | 3 | i | i | i | i | i | -0.6 | i
COc1cccc(CNC(=O)Cc2ccc(-n3c(=O)[nH]c4ccccc4c3=O)cc2)c1 | -7 | i | i | -13 | i | i | i | i | i | 3.1 | i
O=C(CSc1nncc2ccccc12)Nc1cccc(C(=O)O)c1 | -4 | i | i | 1 | i | i | i | i | i | 0.7 | i
O=C(COc1ccccc1)N1CCN(S(=O)(=O)c2cccc([N+](=O)[O-])c2)CC1 | 0 | i | i | 1 | i | i | i | i | i | -0.2 | i
COc1cc(C(=S)N(C)C)ccc1O | x | i | i | x | i | i | i | i | i | x | i
COc1ccc(N2CCN(CC(=O)N3N=CCC3c3ccccc3)CC2)cc1 (centres undefined) | 3 | i | i | -3 | i | i | i | i | i | -0.3 | i
COc1ccc(CC(=O)Oc2ccc(Cl)cc2Br)cc1S(=O)(=O)N1CCOCC1 | 1 | i | i | -4 | i | i | i | i | i | -0.7 | i
O=C(Nc1ccccc1C(=O)N1CCOCC1)C1CC(=O)N(C2CCCC2)C1 (centres undefined) | 1 | i | i | 5 | i | i | i | i | i | 0.0 | i
CCOc1cc(-c2nn3cnnc3s2)cc(OCC)c1OCC | -3 | i | i | 2 | i | i | i | i | i | -0.4 | i
C/C(=N\NC(=O)C1(C)CC1(Br)Br)c1ccc([N+](=O)[O-])cc1 (centres undefined) | -14 | i | i | -3 | i | i | i | i | i | -0.3 | i
O=[N+]([O-])c1cccc(CN2C[C@@]34C=C[C@@H](C[C@@H]3S2(=O)=O)O4)c1 | 3 | i | i | 11 | i | i | i | i | i | 0.6 | i
COc1ccc(C(=O)Nc2cccc(C)c2)cc1 | -2 | i | i | 56* | i | i | i | i | i | 0.6 | i
Cc1ccc(S(=O)(=O)N2CCC(C(=O)Nc3ccc4c(c3)OCO4)CC2)cc1 | -13 | i | i | 12 | i | i | i | i | i | 0.2 | i
CN(CC#CC1(O)c2ccccc2-c2ccccc21)Cc1ccccc1 | -15 | i | i | 12 | i | i | i | i | i | 0.2 | i
CN(NC1OC(=O)c2ccccc21)c1ccc(C(F)(F)F)cc1[N+](=O)[O-] (centres undefined) | 11 | i | i | 7 | i | i | i | i | i | -0.9 | i
CC(NC(=O)c1ccc(S(=O)(=O)C(F)F)cc1)c1ccccc1 (centres undefined) | 3 | i | i | -4 | i | i | i | i | i | -0.1 | i
S=C(NCc1ccco1)Nc1cc(-c2ccccc2)[nH]n1 | -4 | i | i | -16 | i | i | i | i | i | 0.5 | i
COCC(=O)n1nc(-c2ccccc2)nc1NCc1ccc(F)cc1 | -1 | i | i | -2 | i | i | i | i | i | 1.4 | i
O=C(Nc1ccccc1SCC1CSc2nc3ccccc3c(=O)n21)c1ccccc1Cl (centres undefined) | 3 | i | i | 2 | i | i | i | i | i | 0.8 | i
Cc1ccc(-n2[nH]c(C)c(C=NCc3ccncc3)c2=O)cc1 | -7 | i | i | -3 | i | i | i | i | i | 1.7 | i
O=S(=O)(c1cccc(C(F)(F)F)c1)N1CCN(C(=S)NC2CC2)CC1 | -5 | i | i | -6 | i | i | i | i | i | 0.7 | i
Cc1cc(=O)oc2cc(N3C(=O)CC(Cc4ccccc4)C3=O)ccc12 (centres undefined) | 5 | i | i | 1 | i | i | i | i | i | 0.1 | i
Cc1ccccc1-c1cc(C(=O)N2CCCC2)c2ccccc2n1 | -5 | i | i | 24 | i | i | i | i | i | 0.2 | i
COC(=O)c1ccccc1N=Nc1c(C)noc1C | 6 | i | i | -3 | i | i | i | i | i | 0.4 | i
(further entries)
SMILES | SKKanGAS inh | RGS4 block | TRPC6 inhibitor | Platelet DG rel | MrgX1 PAM | RGS4 pot | MrgX1 antagonist | TRPC4 inh | MrgX1 ag | HIF activator | TRPC6 act
O=C(Nc1ccc(S(=O)(=O)N2CCCC2)cc1)c1cccnc1 | -2 | i | i | -19 | i | i | i | i | i | -0.5 | i
O=C(c1cn(-c2ccccc2)nc1-c1ccccc1)n1nnc2ccccc21 | 1 | i | i | 0 | i | i | i | i | i | -1.6 | i
Cc1cc(C)n(C(=O)CNC(=O)c2ccco2)n1 | 0 | i | i | -1 | i | i | i | i | i | -0.1 | i
c1ccc(C2=Nn3c(nnc3-c3ccncc3)SC2)cc1 | -6 | i | i | 10 | i | i | i | i | i | 5.1 | i
CCOC(=O)N1CCC(NC(=O)c2oc3c(F)cccc3c2C)CC1 | -4 | i | i | 0 | i | i | i | i | i | 2.5 | i
COc1cc(NC(=O)CN2C(=O)C(C)N(c3ccc(C)cc3)C2=O)cc(OC)c1 (centres undefined) | -7 | i | i | 5 | i | i | -6.5* | i | i | 0.1 | i
O=S(=O)(c1ccc(Br)cc1)N1CCCC1 | -1 | i | i | -2 | i | i | i | i | i | 2.0 | i
CCN1C(=O)N/C(=C/c2ccc(Sc3ccc(C)cc3)o2)C1=O | 15 | i | i | -6 | i | i | i | i | i | 0.1 | i
Cc1nc([N+](=O)[O-])c(N2CCN(C)CC2)n1Cc1ccccc1 | 1 | i | i | x | i | i | i | i | i | 0.0 | i
CC(C)CN(C(=O)CSc1nnc(-c2cccs2)n1N)c1c(N)n(Cc2ccccc2)c(=O)[nH]c1=O | 33 | i | i | 13 | i | i | i | i | i | -0.4 | i
Cc1cc(-c2ccccc2)nc(N(C)NC(=O)c2c(F)cccc2F)c1S(C)(=O)=O | -3 | i | i | 7 | i | i | i | i | i | -0.1 | i
